Screening data from PubChem.
INS-1E GSIS act: primary screen for activators of insulin secretion dependent on glucose, INS-1E cells, GLuc reporter luminescence; activation, % at 16.6 µM; 370,000 tested, 0.61% active; INS-1E GLuc reporter insulin secretion, 2-3 h;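 active = lowest replicate activation of at least 40%, so every replicate reaches that level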;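 note: 0% = median of neutral control wells and 100% = median of IBMX positive control wells; some compounds called inactive have numbers as strong as hits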
PGC1a acetyl inh: PGC1a acetylation modulation, inhibitor mode. U2OS PGC1a acetylation, AlphaScreen anti-acetyl-lysine; with virally co-expressed GCN5 acetyltransferase. inhibition, % at 15.6 µM. 350,000 tested, 0.17% active. AID 651687;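 active = every replicate shows inhibition of at least 40%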;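 note: 0% = neutral control wells and 100% = positive control wells; some results beyond the cut were filed as inactive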
LGR2 inh: Drosophila LGR2 receptor signaling inhibition; AID 720647; 380,000 tested, 0.35% active; inhibition, % at 9.99 µM; HEK293 LGR2, CRE-luciferase, bursicon-stimulated, 4 h;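 active = drop in luminescence signal, shown as inhibition above about 50% in the replicate tests, limit read from the data, passing the limit was not always enough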;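 note: agonist challenge used bursicon conditioned medium at about half maximal strength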
* hit, by the source's call; & = joins results of further samples. The list is partial; count on the stated rates, not on these rows.

SMILES | INS-1E GSIS act | PGC1a acetyl inh | LGR2 inh
COc1ccc(S(=O)(=O)N(C)C[C@H]2Oc3ccc(NC(=O)NC(C)C)cc3C(=O)N([C@@H](C)CO)C[C@@H]2C)cc1 | 6 | 5 | 11
O=C(C1CCOCC1)N1CC(=O)N2[C@H](C1)[C@@H](c1ccc(-c3cccnc3)cc1)[C@@H]2CO | -8 | -9 | 3
COc1ccc2c3c(n(C)c2c1)[C@@H](CO)N(C(=O)Cc1ccccc1)CC31CCN(C)CC1 | -6 | -10 | 3
COc1cccc(-c2ccc([C@H]3[C@@H](CO)N4C(=O)CNC[C@@H]34)cc2)c1 | -4 | 4 | -16
COCC(=O)N1CCC2(CC1)CN(Cc1cccc(Cl)c1)[C@@H](CO)c1[nH]c3cc(OC)ccc3c12 | 10 | 10 | -14
O=C(Nc1nccs1)[C@H]1[C@H](CO)[C@H]2Cn3c(cccc3=O)[C@@H]1N2C(=O)C1CCCCC1 | 3 | -2 | 12
CO[C@H]1CN(C)C(=O)c2ccc(NC(=O)C3CC3)cc2OC[C@H](C)N(CC2CCCC2)C[C@@H]1C | 11 | -4 | 17
COc1ccc2c3c(n(C)c2c1)[C@@H](CO)N(Cc1nccs1)CC31CCN(C)CC1 | -1 | -8 | 4
COc1ccc2c3c(n(C)c2c1)[C@@H](CO)N(CC1CCOCC1)CC31CN(C(C)=O)C1 | 4 | 6 | 3
O=C(Cc1cccnc1)N1CC2(C1)[C@@H](c1ccccc1)[C@@H](CO)N2C(=O)C1CCCCC1 | -9 | 6 | 22
CC=Cc1ccc2n(c1=O)C[C@H]1[C@H](CO)[C@@H](C(=O)NCC3CC3)N(CCC)[C@@H]21 (mixture of isomers) | 8 | -3 | -27
COc1ccc2c3c(n(C)c2c1)[C@H](CO)N(C(=O)Cc1ccccc1)CC31CN(C(C)=O)C1 | 11 | 1 | 0

Copied from the results shown for reference:
SMILES | INS-1E GSIS act | PGC1a acetyl inh | LGR2 inh
COc1ccc2c3c(n(C)c2c1)[C@@H](CO)N(C(=O)Cc1ccccc1)CC31CCN(C)CC1 | -6 | -10 | 3
COc1cccc(-c2ccc([C@H]3[C@@H](CO)N4C(=O)CNC[C@@H]34)cc2)c1 | -4 | 4 | -16
COCC(=O)N1CCC2(CC1)CN(Cc1cccc(Cl)c1)[C@@H](CO)c1[nH]c3cc(OC)ccc3c12 | 10 | 10 | -14
O=C(Nc1nccs1)[C@H]1[C@H](CO)[C@H]2Cn3c(cccc3=O)[C@@H]1N2C(=O)C1CCCCC1 | 3 | -2 | 12
CO[C@H]1CN(C)C(=O)c2ccc(NC(=O)C3CC3)cc2OC[C@H](C)N(CC2CCCC2)C[C@@H]1C | 11 | -4 | 17
COc1ccc2c3c(n(C)c2c1)[C@@H](CO)N(Cc1nccs1)CC31CCN(C)CC1 | -1 | -8 | 4
COc1ccc2c3c(n(C)c2c1)[C@@H](CO)N(CC1CCOCC1)CC31CN(C(C)=O)C1 | 4 | 6 | 3
O=C(Cc1cccnc1)N1CC2(C1)[C@@H](c1ccccc1)[C@@H](CO)N2C(=O)C1CCCCC1 | -9 | 6 | 22
CC=Cc1ccc2n(c1=O)C[C@H]1[C@H](CO)[C@@H](C(=O)NCC3CC3)N(CCC)[C@@H]21 (mixture of isomers) | 8 | -3 | -27
COc1ccc2c3c(n(C)c2c1)[C@H](CO)N(C(=O)Cc1ccccc1)CC31CN(C(C)=O)C1 | 11 | 1 | 0

The listing continues:
SMILES | INS-1E GSIS act | PGC1a acetyl inh | LGR2 inh
O=C(C1CCCCC1)N1CC2(C1)[C@@H](c1ccccc1)[C@@H](CO)N2Cc1ccc(Cl)cc1 | -32 | -3 | -4
O=C(O)C[C@@H]1CC[C@@H](NC(=O)CCN2CCCCC2)[C@H](CO)O1 | 17 | 1 | -3
COc1ccc2c3c(n(C)c2c1)[C@@H](CO)N(C(=O)c1ccncc1)CC31CN(C)C1 | 10 | -3 | -4
CCCNC(=O)N1[C@H](C#N)[C@H](c2ccccc2-c2cccc(OC)c2)[C@@H]1CO | -16 | 0 | 12
CN(C)C(=O)C[C@H]1CC[C@H]2[C@@H](COc3ccc(NC(=O)C4CCC4)cc3C(=O)N2C)O1 | 4 | -2 | -6
O=C(CSc1nc(O)c(C2CCCCC2)c(=O)[nH]1)Nc1ccc(Cl)cc1 | -26 | 9 | 9
COc1ccc2c3c(n(C)c2c1)[C@@H](CO)N(C)CC31CN(C(=O)c2ccccc2F)C1 | 6 | 7 | 3
COCC(=O)N1CC2(C1)CN(Cc1cc(F)ccc1F)[C@@H](CO)c1c2c2ccc(OC)cc2n1C | -5 | 0 | 3
COc1cccc(CN2[C@@H](CO)[C@H](c3ccccc3)C23CN(C(=O)C2CC2)C3)c1 | -9 | -6 | 3
COc1cccc(-c2ccc3c(c2)[C@H]2[C@H](CCN2C(=O)C2CCCCC2)[C@@H](CO)N3)c1 | -1 | -18 | 11
COc1ccc2c3c([nH]c2c1)[C@H](CO)N(C(=O)c1ccncc1)CC31CN(C(=O)NC(C)C)C1 | 19 | 7 | 3
COc1cc(CN2CC3(CN(C(=O)Nc4c(C)noc4C)C3)c3c(n(C)c4cc(OC)ccc34)[C@H]2CO)cc(OC)c1 | 12 | 5 | 6
CS(=O)(=O)N1Cc2cc(C(=O)NCC3CC3)nc(-c3cccc(-c4cncnc4)c3)c2[C@H]1CCO | 21 | 4 | 3
COc1ccc2c3c(n(C)c2c1)[C@H](CO)N(CC1CC1)CC31CN(C(=O)CC2CC2)C1 | 1 | -6 | -15
COc1ccc(S(=O)(=O)N2CCC3(CC2)CN(Cc2ccncc2)[C@@H](CO)c2[nH]c4cc(OC)ccc4c23)cc1 | 5 | 34 | 2
COc1ccc(NC(=O)N2CC(=O)N3[C@H](CO)[C@H](c4ccc(Br)cc4)[C@@H]3C2)cc1 | -7 | 12 | 17
COc1ccc2c3c([nH]c2c1)[C@H](CO)N(C)CC31CCN(S(=O)(=O)c2cccc(F)c2)CC1 | -8 | 2 | 4
COc1ccc(NC(=O)N2CC(=O)N3[C@@H](CO)[C@@H](c4ccc(C5=CCCC5)cc4)[C@@H]3C2)cc1 | -12 | -7 | 3
CCCCCC(=O)N/N=C/c1ccc([N+](=O)[O-])o1 | -18 | -105 | 9
Cc1cc(C)nc(NC(=O)c2ccc(C)c([N+](=O)[O-])c2)n1 | 18 | 7 | 0
COc1ccc2c3c(n(C)c2c1)[C@H](CO)N(CC1CCOCC1)CC31CN(CC2CCOCC2)C1 | 22 | 3 | -5
O=C(C1CCCC1)N1CC(=O)N2[C@@H](CO)[C@@H](c3ccc(-c4cccnc4)cc3)[C@@H]2C1 | 16 | 1 | 2
COCC(=O)Nc1ccc2c(c1)OC[C@@H](C)N(Cc1ccccc1F)C[C@H](C)[C@@H](OC)CN(C)C2=O | -12 | -9 | 5
CCCC#Cc1ccc([C@@H]2[C@@H](CO)N3C(=O)CN(C(=O)c4ccccn4)C[C@H]23)cc1 | 9 | -1 | -4
O=C(c1ccccc1)N1CC2(C1)[C@H](c1ccccc1)[C@@H](CO)N2C(=O)CC1CC1 | 11 | -1 | 3
O=C(Cc1ccccc1)N1CC(=O)N2[C@H](CO)[C@H](c3ccc(Br)cc3)[C@@H]2C1 | -12 | 10 | 2
O=C1CNC[C@@H]2[C@H](c3ccc(-c4ccccc4F)cc3)[C@@H](CO)N12 | 0 | 15 | 6
O=c1c2ccccc2nnn1CSc1ncnc2ccccc12 | -6 | 3 | 19
O=C(c1cccnc1)N1CC2(C1)[C@H](c1ccccc1)[C@@H](CO)N2C(=O)c1cccnc1 | 4 | 2 | 5
Cc1noc(C)c1NC(=O)Nc1ccc2c(c1)C(=O)N([C@H](C)CO)C[C@@H](C)[C@H](CN(C)S(=O)(=O)c1ccccc1)O2 | 5 | 1 | -1
CC(C)CC#Cc1ccc([C@@H]2[C@H]3CN(C(=O)Cc4ccccc4)CC(=O)N3[C@H]2CO)cc1 | 2 | 0 | 4
COc1ccc(CN2CC3(CCN(C(=O)Cc4ccncc4)CC3)c3c([nH]c4cc(OC)ccc34)[C@@H]2CO)cc1 | -13 | 2 | 16
COc1cc(CN2CC3(CN(S(=O)(=O)c4cccs4)C3)c3c(n(C)c4cc(OC)ccc34)[C@@H]2CO)cc(OC)c1 | -32 | -18 | 12
CCCC(=O)N1CCC2(CC1)CN(C(=O)C1CC1)[C@H](CO)c1[nH]c3cc(OC)ccc3c12 | -3 | 4 | -9
O=C1CN(S(=O)(=O)c2ccccc2)C[C@H]2[C@@H](c3ccc(C#CCc4ccccc4)cc3)[C@@H](CO)N12 | -15 | 7 | 7
O=C(C1CC1)N1CC2(C1)[C@H](c1ccccc1)[C@H](CO)N2Cc1ccccc1F | 2 | -10 | -1
COc1ccc2c3c(n(C)c2c1)[C@@H](CO)N(CC1CCOCC1)CC31CN(CC2CCOCC2)C1 | 8 | 1 | -16
CO[C@@H]1CN(C)C(=O)c2cc(NC(=O)CC(F)(F)F)ccc2OC[C@H](C)N(C(=O)C2CCOCC2)C[C@@H]1C | 7 | -9 | -12
COc1ccc2c3c([nH]c2c1)[C@H](CO)N(Cc1ccccc1)CC31CCN(S(C)(=O)=O)CC1 | -5 | 6 | 2
O=C(C1CCCC1)N1C[C@@H]2N[C@H](C1)C2c1ccc(-c2cncnc2)cc1 (some centres not stated) | 13&3 | 2&-5 | 3&5
CCCN1[C@H](C(=O)N(C)C)[C@@H](CO)[C@@H]2Cn3c(ccc(-c4ccccc4)c3=O)[C@@H]21 | 11 | -3 | -10
CCNC(=O)[C@H]1[C@H](CO)[C@H]2Cn3c(cccc3=O)[C@@H]1N2Cc1cccc(Cl)c1 | 6 | 3 | -4
CN(C)CC#Cc1ccc([C@@H]2[C@@H](CO)N3C(=O)CN(C(=O)c4ccccc4)C[C@@H]23)cc1 | -6 | -8 | 7
O=C(CC1CC1)N1CC(=O)N2[C@H](CO)[C@@H](c3ccc(C#Cc4cccc(F)c4)cc3)[C@@H]2C1 | -13 | -9 | 8
COc1ccc2c3c(n(C)c2c1)[C@H](CO)N(Cc1nccs1)CC31CCN(C(C)=O)CC1 | 3 | -9 | -44
O=C(c1ccc2c(c1)OCO2)N1CC(=O)N2[C@H](CO)[C@@H](c3ccc(-c4ccccc4)cc3)[C@H]2C1 | -8 | 0 | -2
CN(C)C(=O)c1ccc(-c2ccccc2[C@H]2[C@@H](CO)N(C(=O)C3CCCC3)[C@H]2C#N)cc1 | -5 | -7 | 1
COc1ccc2c3c([nH]c2c1)[C@@H](CO)N(C(=O)c1ccncc1)CC31CCN(C(=O)NC(C)C)CC1 | 20 | 4 | 6
CCCNC(=O)N1CC2(CCN(C(C)=O)CC2)c2c(n(C)c3cc(OC)ccc23)[C@@H]1CO | 4 | -4 | -15
N#C[C@H]1[C@H](c2ccccc2-c2ccccc2F)[C@@H](CO)N1C(=O)Cc1ccccc1 | -15 | -1 | 7
Cc1ccccc1-c1ccc([C@H]2[C@H](CO)N3C(=O)CN(S(C)(=O)=O)C[C@@H]23)cc1 | 0 | 2 | -7
CCCC(=O)N1CC2(CCN(CC3CCCC3)CC2)c2c([nH]c3cc(OC)ccc23)[C@H]1CO | -3 | -5 | 3
COc1cccc(-c2cccc(-c3nc(C(=O)Nc4ccc(-c5ccccc5)cc4)cc4c3[C@@H](CCO)N(S(=O)C(C)(C)C)C4)c2)c1 (some centres not stated) | 6 | -15 | 3
CCCC#Cc1ccc([C@@H]2[C@H](CO)N3C(=O)CN(C(=O)CN4CCOCC4)C[C@@H]23)cc1 | 2 | -6 | 5
COc1cccc(-c2ccc([C@@H]3[C@H](CO)N4C(=O)CN(C(=O)c5ccncc5)C[C@@H]34)cc2)c1 | -2 | 4 | -1
CCCNC(=O)N1CC(=O)N2[C@H](CO)[C@@H](c3ccc(C#Cc4ccc(F)cc4)cc3)[C@H]2C1 | 2 | 0 | 5
O=C(c1ccccn1)N1CC2(C1)[C@H](c1ccccc1)[C@H](CO)N2C(=O)C1CCCCC1 | -7 | -1 | 12
O=C(NC1CCCC1)N1CC(=O)N2[C@H](CO)[C@H](c3ccc(/C=C/c4ccccc4)cc3)[C@@H]2C1 | -1 | -2 | -3
CCS(=O)(=O)N1[C@H](CO)[C@@H](c2ccccc2C2=CCCCC2)[C@@H]1C#N | 7 | -2 | -4
CCC(=O)N1CC2(C1)CN(S(=O)(=O)c1ccccc1)[C@H](CO)c1[nH]c3cc(OC)ccc3c12 | 17 | -1 | -2

(more compounds)
SMILES | INS-1E GSIS act | PGC1a acetyl inh | LGR2 inh
CC(C)NC(=O)N(C)C[C@@H]1Oc2c(NS(=O)(=O)c3cccs3)cccc2C(=O)N([C@@H](C)CO)C[C@@H]1C | 10 | -1 | -12
COc1ccc(S(=O)(=O)Nc2ccc3c(c2)C(=O)N([C@@H](C)CO)C[C@@H](C)[C@H](CN(C)C(=O)NC(C)C)O3)cc1 | 1 | -3 | 0
O=C(C[C@@H]1CC[C@H](NC(=O)C2CCOCC2)[C@@H](CO)O1)Nc1ccccc1 | 19 | 0 | -3
CC(C)C#Cc1ccc([C@@H]2[C@H]3CN(C(=O)c4ccc5c(c4)OCO5)CC(=O)N3[C@H]2CO)cc1 | -28 | -1 | -11
O=C(Cc1cccnc1)N1CC(=O)N2[C@@H](CO)[C@H](c3ccc(C#CC4CCCC4)cc3)[C@@H]2C1 | -9 | -2 | 24
COCC(=O)Nc1ccc2c(c1)OC[C@H](C)N(Cc1cccc(F)c1)C[C@@H](C)[C@H](OC)CN(C)C2=O | -15 | 4 | 0
Cc1noc(C)c1NC(=O)N[C@@H]1C=C[C@H](CC(=O)NCc2ccc(Cl)c(Cl)c2)O[C@@H]1CO | 13 | 4 | -5
COCC#Cc1ccc([C@@H]2[C@H]3CN(C(=O)C4CCCC4)CC(=O)N3[C@H]2CO)cc1 | 3 | 3 | -1
